p53ts 39C kill – kills p53ts cells at the nonpermissive temperature; H1299-p53A138V viability at 39C, ATP luminescence, 24 h; Potency, µM (highest dose often 46.1 µM), inactives show top-dose activity change, negative = cell killing, hits mostly cytotoxic; 1.5% of 130,000 active; further: nearly all actives have a fitted effect of over 55% in size
p53ts 32C tox – cytotoxicity in p53ts cells at permissive temperature. H1299-p53A138V at 32C, ATP luminescence viability, 24 h. Potency, µM (titrated, usually from 46.1 µM), for the others: at the highest dose activity change, negative = cytotoxicity, hits mostly cytotoxic. 0.93% of 130,000 active;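 further: 0% = DMSO and -100% = full killing by reference compound; nearly all actives have a fitted effect of over 55% in size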
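H1299-p53 A138V cells (temperature-sensitive p53) exposed 24 h to up to 46 uM compound at 32C, where p53 is wild-type in conformation. Viability read as ATP luminescence and normalised to DMSO and 100 uM tamoxifen. AC50 fitted with the Hill equation.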
Peg3 imprint – inducers of genomic imprint erasure in mouse ES cells; mouse ES Peg3-LacZ reporter, beta-gal luminescence, 40 h; 0.02% of 110,000 active; Potency, µM (top dose mostly 60.7 µM), for the others: at the top dose activity change, positive = activation, most hits filed as activators;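 further: 0% = negative control wells on the plate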
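Each well holds 300 Peg3LacZ-Neo (maternal) female ES cells incubated 40 h at 37C, 5% CO2. LacZ is measured by BetaGlo luminescence, with AC50 and maximum efficacy derived from dose-response curves.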
IkB signaling – inhibitors of IkB signaling in ABC-DLBCL cells; ABC-DLBCL IkBa-CBG/CBR dual luciferase ratio, 4 h; response scale: scaled: untreated 0%, proteasome inhibitor 100%; Potency, µM (highest dose often 57.1 µM), for the others: at the top dose IkBa stabilization activation; 0.04% of 110,000 active; active means well fitted curve in the direction sought with a large enough effect in the signal ratio, not every such curve was filed as active; inconclusive means small, poorly fitted or top-dose-only effect, or a change in a side signal; the % refers to the signal ratio;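 further: the direction sought is a rising ratio; 0% = basal untreated cells and 100% = reference inhibitor full response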
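In this assay, an IκBα–CBG68 fusion accumulates when IKK-driven degradation is blocked; native CBR normalizes for cell number. OCI-Ly3 cells were treated 4 h with compound and doxycycline, then green and red light read after Chroma-Glo addition.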
Starred values were filed as active, the others as inactive; ? = inconclusive; nt = not tested or not shown; & = joins results of further samples; [ ] = dose if it differs, or a comment. Unless noted, the call rests on the fitted dose curve; in most records, active means well fitted curve in the direction sought with a large enough effect; inconclusive means small, poorly fitted or top-dose-only effect, or another doubt; inactive means no such curve, though single readings can be large; an effect the other way counts as inactive or inconclusive. Unless noted, on the % scale 0 is the no-effect control and ±100 the full control effect; potency means the concentration at half of the fitted maximal effect.

Values in the order – Peg3 imprint	p53ts 32C tox	IkB signaling	p53ts 39C kill
CCc1c(C)nc(N)n2c(SCC(=O)N3CCCc4ccccc43)nnc12
  -1.8%	-0.7%	-0.2%	9.6%
CCOC(=O)C1CCN(Cc2coc3ccc(Cl)cc3c2=O)CC1
  -9.5%	-5.7%	1.1%	1.9%
Cc1ccc(NC(=O)COC(=O)c2ccc3c(c2)NC(=O)C2CCCN32)cc1 (stereo unspecified)
  -9.1%	4.2%	2.6%	-6.0%
N#Cc1ccc(CN2CCC3(CC2)CCN(C(=O)c2ccncc2)CC3)cc1
  nt	-11.8%	-0.7%[11.4 µM]	3.5%
CC(C)C(c1nnnn1C1CCCCC1)N1CCOCC1 (stereo unspecified)
  4.8%	2.1%	0.0%	2.4%
Cc1ccc2c(c1)c1ncnc(N3CCN(c4ccccc4)CC3)c1n2C
  6.8%	1.1%	-0.8%	-5.0%
CCCc1[nH]nc2c1C(C1CCCCC1)C(C#N)=C(N)O2 (stereo unspecified)
  -29.3%	35.7%[activator]	?	143.6%[activator]
COc1ccc(Nc2ncc3c(n2)CCN(Cc2ccccc2C)C3)c(OC)c1
  -17.3%[10.9 µM]	-7.7%	-1.8%	18.2%
O=C(CN1C(=O)C2(SCC(=O)N2c2cccc(Cl)c2)c2ccccc21)NCc1ccccc1 (stereo unspecified)
  -7.8%[10.9 µM]	7.1%	11.3%	-11.5%
Cc1cc(C)nc(NC(=NCCc2c[nH]c3ccc(Cl)cc23)NC(=O)c2ccccc2C)n1
  -27.4%[10.9 µM]	?	1.2%	?
CC(C)c1cnc2c(c1SCc1cccc(F)c1)c(=O)n(C)c(=O)n2C
  3.5%[10.9 µM]	3.8%	?	-8.6%
Cn1c2c(c(=O)n(C)c1=O)C1c3ccccc3OCC1C(C)(C)O2 (stereo unspecified)
  -2.5%	5.8%	-1.8%	-4.2%
CC1SCCN1S(=O)(=O)c1ccc2ccccc2c1 (stereo unspecified)
  nt	-4.2%	nt	8.5%
COc1cc(/C=N/NC(=O)c2ccc3ccccc3c2)ccc1Oc1ccc([N+](=O)[O-])cn1
  nt	11.8%	nt	-0.6%
CCOC(=O)c1c(CN2CCOCC2)n(C)c2cc(Br)c(O)c(CN(C)C)c12
  -9.1%	2.0%	?	8.7%
CC(C)n1c(=O)c2oc3ccccc3c2n(CC(=O)Nc2ccccc2Cl)c1=O
  -7.5%[10.9 µM]	1.8%	-0.4%	-17.0%
COc1cccc(N(CC(=O)NCCSc2ccccc2)S(C)(=O)=O)c1
  -5.6%	-5.0%	-0.1%	6.3%
Cn1c(Cc2csc(N)n2)nnc1SCC(=O)NC1CCCCC1
  -10.5%	-3.1%	-1.8%	7.0%
Cc1ccc(S(=O)(=O)OCC(=O)O)cc1
  -0.1%[10.9 µM]	-0.3%[9.22 µM]	1.2%[11.4 µM]	-14.5%[9.22 µM]
Cc1noc(C)c1C(=O)Nc1nnc(-c2ccccc2)s1
  -73.7%[inhibitor]	?	?	-28.1%
Cc1ccc(NC(=O)Cn2ccn(-c3ccc(F)c(F)c3)c(=O)c2=O)cc1C
  -9.0%[10.9 µM]	3.2%	0.7%	3.9%
O=C(c1ccc(S(=O)(=O)N2CCOCC2)cc1)N1CCN(c2ccccc2F)CC1
  -11.0%	6.1%	1.2%	12.5%
O=C(CS(=O)(=O)c1cn(Cc2ccc(F)cc2)c2ccccc12)N1CCCCC1
  -7.2%	6.3%	0.8%	-0.6%
CCCONC(=O)Nc1ccccc1[N+](=O)[O-]
  nt	22.1%	nt	9.9%
COc1ccccc1-c1cncnc1N(C)Cc1ccco1
  11.0%	7.6%	1.3%[11.4 µM]	-0.7%
COc1ccc(CN(Cc2ccco2)C(=O)c2ccccc2F)cc1
  -8.0%[10.9 µM]	6.8%	?	-3.9%
O=C(Cn1c(C(=O)N2CCN(C3CCCCC3)CC2)cc2sccc21)c1ccccc1
  -11.8%	7.7%	?	-1.3%
COc1ccc(C2C(=O)N(CCc3ccccc3)CC(=O)N2C2CCCC2)cc1 (stereo unspecified)
  -10.9%	9.8%	-1.9%	4.0%
CCCC(C(=O)NCC1CCCO1)N(Cc1ccco1)C(=O)CNS(=O)(=O)c1ccc(F)cc1 (stereo unspecified)
  -1.3%	6.4%	-0.7%	7.8%
Cc1noc(C)c1S(=O)(=O)N1CCC(Cc2ccccc2)CC1
  -12.6%	1.0%	0.5%	-11.1%
COc1ccc2c(C)c(C(=O)NCC(C)O)oc2c1OC (stereo unspecified)
  24.2%	-7.2%	-2.7%	-12.4%
COC(=O)[C@@H]1C[C@H]1[C@@H](NC(=O)c1cc(C)nn1C)c1ccccc1
  -3.4%	8.6%	nt	-2.6%
O=C(Nc1ccon1)c1cnc2sccn2c1=O
  -7.8%	2.7%	0.1%	-9.5%
Cc1nn2c(=O)cc(COC(=O)c3cccs3)nc2s1
  -12.7%[10.9 µM]	-4.9%	53.9%	-19.8%
CC(=O)N1CCc2cc(Br)cc(S(=O)(=O)CCC(=O)N3CCN(c4ccc(F)cc4)CC3)c21
  6.2%[10.9 µM]	-1.9%	2.4%	9.5%
CC(C)NC(=O)CC(=O)Nc1ccc2nc3n(c(=O)c2c1)CCCCC3
  -9.3%[10.9 µM]	-19.8%	?	19.4%
CCOC(=O)Nc1ccc2c(c1)ncn2C1CCCCC1
  -15.1%	2.2%	-4.1%	-2.1%
COC(=O)c1cccc(NC(=O)CN2CCOCC2)c1
  nt	0.4%	-0.3%	7.2%
C[C@H](O/N=C1/[C@H]2O[C@@H]2[C@@H](O)[C@H]2[C@H]1CCn1c(=O)n(-c3ccccc3)c(=O)n12)c1cn([C@H](CO)Cc2ccccc2)nn1
  nt	6.8%&2.4%[9.22 µM]	nt	4.5%&4.1%[9.22 µM]
OC(COCC1COc2ccccc2O1)CN1CCc2ccccc2C1 (stereo unspecified)
  3.1%	-7.8%	0.9%	-13.1%
O=C(NC(=O)c1ccc(Cl)c(Cl)c1)OC1CCS(=O)(=O)C1 (stereo unspecified)
  -10.5%	3.6%	1.8%	7.6%
Cc1ccc(NC(=O)C2CCCN(S(=O)(=O)c3c(C)noc3/C=C/N(C)C)C2)cc1F (stereo unspecified)
  -17.3%	23.7%	?	31.3%[activator]
O=C(Cn1c(=O)n(-c2ccc(F)cc2)c(=O)c2sccc21)Nc1cccc(C(F)(F)F)c1
  -6.1%[10.9 µM]	1.5%	?	-8.0%
COc1ccccc1C1CC(c2ccc(C)cc2)Nc2ncnn21 (stereo unspecified)
  -5.8%	1.1%	3.6%	1.2%
Cc1ccnc(SCC(=O)N2CCN(c3ccccc3)CC2)n1
  nt	7.8%	nt	20.8%
Cc1cccc(OCC(=O)N(Cc2cccs2)c2ccc(Cl)cc2)c1C
  -13.8%[10.9 µM]	?	?	6.5%
COc1ccc(-c2nc(CNC(=O)Nc3ccccc3)c(C)o2)c(OC)c1
  -11.4%[10.9 µM]	2.9%	-0.7%	-33.0%
CCOC(=O)C1=C(C)N=C2SC(CC)C(=O)N2C1c1cccc(F)c1 (stereo unspecified)
  -8.2%	14.1%	1.8%	-3.4%
CCc1c(C)nc2ncnn2c1Nc1ccc(C#N)c(Cl)c1
  -3.7%	-8.0%	3.7%	-4.8%
CCc1ccc(C2N3CC4(C)CN2CC(c2ccccc2)(C3)C4=O)cc1 (stereo unspecified)
  16.9%[10.9 µM]	6.9%	?	-23.8%

Next part
Values in the order – Peg3 imprint	p53ts 32C tox	IkB signaling	p53ts 39C kill
Cc1ccc(CNC(=O)c2cc(S(=O)(=O)N3CCCC(C)C3)cn2C)cc1 (stereo unspecified)
  -13.1%[10.9 µM]	4.5%	0.2%	-24.5%
Cc1ccc(-c2nnc(COc3cccc(-n4cnnn4)c3)o2)cc1
  -8.1%	-3.6%	0.7%	-5.3%
CCC(C(=O)NC1CCCC1)N(Cc1ccco1)C(=O)Cn1nnc(-c2ccc(C)cc2)n1 (stereo unspecified)
  -11.4%	8.3%	?	-4.0%
Cc1cc(C)c(S(=O)(=O)NCCc2cc3c(C)ccc(C)c3[nH]c2=O)c(C)c1
  -3.4%[10.9 µM]	5.2%	0.2%	-4.3%
O=C(Cn1cccc1C(=O)c1ccccc1)NCc1ccco1
  -15.4%	6.9%	2.2%	-4.6%
COCCOC(=O)C(C#N)c1nc2ccccc2nc1N1CCCC1 (stereo unspecified)
  -10.1%	8.1%	-0.4%	4.2%
CS(=O)(=O)N(CC(N)=O)c1ccc2c(c1)OCO2
  -2.6%	1.5%	-0.2%	2.5%
O=C(NCC(c1ccc(Cl)cc1)N1CCOCC1)c1ccccc1F (stereo unspecified)
  -10.2%[10.9 µM]	-1.7%	?	9.2%
COc1ccc(NC(=O)C2=C(C)C(=O)OC23CCN(C(C)C)CC3)cc1Cl
  -1.3%[10.9 µM]	14.7%	-0.1%	-9.2%
Cc1ccccc1Cn1cc(NC(=O)c2cc(-c3cccs3)on2)cn1
  -12.5%	-6.4%	-0.3%	-1.1%
FC(F)(F)C1CC(c2cccs2)Nc2ncnn21 (stereo unspecified)
  -4.9%	0.7%	-1.5%	-2.0%
CCCc1oc2c(c(=O)c1CC)C(=O)CC(C)(C)C2
  -4.7%	2.1%	-2.2%	11.0%
O=C(Cn1ncc2c3ccccc3n(Cc3ccc(Cl)cc3)c2c1=O)NCc1ccccn1
  -6.2%[10.9 µM]	-5.3%	1.7%	10.9%
CC(=O)N1CCCc2cc(S(=O)(=O)N(C)CC(=O)Nc3ccc(F)c(Cl)c3)ccc21
  -6.1%[10.9 µM]	-0.1%	8.2%	?
Cc1ccc(S(=O)(=O)N2CCCc3cc(NS(=O)(=O)c4cccc(Cl)c4)ccc32)cc1
  -8.7%[10.9 µM]	41.2%[activator]	?	-2.1%
Cc1ccc(-n2nnc3c(=O)n(CC(=O)N4CCCC4)cnc32)cc1
  -7.2%	-8.2%	-2.1%	9.4%
CC(Oc1ccccc1)C(=O)N1CCN(Cc2cc(=O)n3nc(-c4ccccc4Cl)sc3n2)CC1 (stereo unspecified)
  -10.0%[10.9 µM]	-5.3%	-0.5%	-3.5%
O=C(CN(Cc1ccco1)C(=O)CNS(=O)(=O)c1ccccc1)NC1CCCCC1
  -8.8%	-6.5%	0.7%	6.2%
Cc1ccc(-c2nc3c4ccccc4[nH]c(=O)n3n2)cc1
  -9.3%[10.9 µM]	-20.0%	5.0%	?
COc1cccc2cc(C(C)N(CCCN3CCOCC3)C(=O)Nc3ccc(Cl)cc3)oc12 (stereo unspecified)
  -12.4%	-16.8%	-0.8%	-3.0%

6 entries from above in another layout.
structure	Peg3 imprint	p53ts 32C tox	IkB signaling	p53ts 39C kill
COc1cccc2cc(C(C)N(CCCN3CCOCC3)C(=O)Nc3ccc(Cl)cc3)oc12 (stereo unspecified)	-12.4%	-16.8%	-0.8%	-3.0%
O=C(CN(Cc1ccco1)C(=O)CNS(=O)(=O)c1ccccc1)NC1CCCCC1	-8.8%	-6.5%	0.7%	6.2%
CCCc1oc2c(c(=O)c1CC)C(=O)CC(C)(C)C2	-4.7%	2.1%	-2.2%	11.0%
Cc1ccc(-n2nnc3c(=O)n(CC(=O)N4CCCC4)cnc32)cc1	-7.2%	-8.2%	-2.1%	9.4%
CC(Oc1ccccc1)C(=O)N1CCN(Cc2cc(=O)n3nc(-c4ccccc4Cl)sc3n2)CC1 (stereo unspecified)	-10.0%[10.9 µM]	-5.3%	-0.5%	-3.5%
O=C(Cn1ncc2c3ccccc3n(Cc3ccc(Cl)cc3)c2c1=O)NCc1ccccn1	-6.2%[10.9 µM]	-5.3%	1.7%	10.9%

(further entries)
Values in the order – Peg3 imprint	p53ts 32C tox	IkB signaling	p53ts 39C kill
CC(O)Cc1nsc(NC(=O)c2ccc(Br)o2)n1 (stereo unspecified)
  -19.3%	-8.0%	1.1%	-7.1%
CCOc1cc(CNC(=O)CN2C(=O)c3ccccc3S2(=O)=O)ccc1OC
  -1.5%	-10.2%	0.0%	0.5%
COc1ccc(Cl)cc1NC(=O)CSc1nc2ccccc2nc1N1CCCCC1
  -8.8%[10.9 µM]	-2.3%	-1.1%	-1.0%
Cc1ccc(S(=O)(=O)N(CC(=O)Nc2ccc(C(C)C)cc2)Cc2ccccc2)cc1
  -15.2%[10.9 µM]	3.2%	4.7%	-1.6%
O=C(Nc1ccccc1OCc1cc(=O)n2ccccc2n1)c1cccc(Br)c1
  -3.5%[10.9 µM]	-4.3%	-0.1%	-12.4%

Screens (PubChem)
